Bioassay records (PubChem)
NPR2 activator – GC-B (human) receptor activation. P20594. actives 0.11% (n = 370,000). HEK293-GC-B cells, CNP EC30, cGMP TR-FRET; 0% at EC30 CNP, 100% saturating CNP. activation, % at 10 µM;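 active means activation at 10 µM reaching about 35% in either raw or pattern-adjusted values, limit read from the data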
Target sequence (P20594 whole entry, looked up): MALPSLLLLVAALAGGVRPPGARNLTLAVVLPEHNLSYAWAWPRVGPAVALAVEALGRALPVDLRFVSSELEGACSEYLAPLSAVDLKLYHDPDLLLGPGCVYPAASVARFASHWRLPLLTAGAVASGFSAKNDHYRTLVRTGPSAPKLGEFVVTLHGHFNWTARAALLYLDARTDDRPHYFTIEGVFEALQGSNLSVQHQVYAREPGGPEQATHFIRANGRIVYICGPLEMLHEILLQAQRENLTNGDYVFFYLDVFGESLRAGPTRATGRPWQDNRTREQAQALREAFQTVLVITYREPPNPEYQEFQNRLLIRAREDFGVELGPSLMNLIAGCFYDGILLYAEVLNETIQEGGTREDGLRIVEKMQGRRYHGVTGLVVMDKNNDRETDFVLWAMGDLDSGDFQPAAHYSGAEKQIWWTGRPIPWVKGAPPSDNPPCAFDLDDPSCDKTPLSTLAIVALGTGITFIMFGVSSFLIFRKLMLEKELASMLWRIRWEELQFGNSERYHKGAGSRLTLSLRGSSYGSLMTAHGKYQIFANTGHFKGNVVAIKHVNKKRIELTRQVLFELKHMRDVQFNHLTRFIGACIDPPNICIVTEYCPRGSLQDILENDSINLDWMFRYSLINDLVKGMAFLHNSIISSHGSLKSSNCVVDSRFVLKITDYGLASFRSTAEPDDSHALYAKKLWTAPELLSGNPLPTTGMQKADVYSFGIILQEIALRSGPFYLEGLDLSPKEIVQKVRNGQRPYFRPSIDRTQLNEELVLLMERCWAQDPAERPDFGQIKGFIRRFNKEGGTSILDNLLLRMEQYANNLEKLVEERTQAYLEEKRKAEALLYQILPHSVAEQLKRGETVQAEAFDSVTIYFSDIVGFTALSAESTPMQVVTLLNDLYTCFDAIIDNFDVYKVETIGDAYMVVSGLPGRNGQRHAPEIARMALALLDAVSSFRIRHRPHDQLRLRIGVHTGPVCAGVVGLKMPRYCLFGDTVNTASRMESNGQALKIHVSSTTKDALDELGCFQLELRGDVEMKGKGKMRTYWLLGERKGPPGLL
DAX1 inh-1 – NR0B1 (DAX1) inhibition | P51843 | HEK293 Gal4-DAX1 luciferase reporter, luminescence | inhibition, % at 6.75 µM | actives 0.99% (n = 340,000) | AID 504766;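 active means inhibition above the mean over all tested compounds plus 3 SD, cut at about 4.2% in these data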;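 further: 0% = DAX1-transfected cells with DMSO and 100% = empty-vector control cells with DMSO; inhibition shows as a rise in luminescence from relieved DAX1 repression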
FXN GAA850 act – increases GAA850 frataxin promoter reporter activity. actives 0.56% (n = 360,000). HEK293 lucGAA850 FXN promoter luciferase reporter, 24 h; percent of 10 µM SAHA response. activation, % at 6 µM;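 active means activation above the average of all compounds screened plus 3 SD, cutoff fixed separately per campaign, cut at about 7.5% in these data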;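 further: 0% = DMSO wells and 100% = 10 µM SAHA wells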
HGIII-sPLA2 inh – Blocks human group III sPLA2 activity; Q9NZ20; QFRET BODIPY PC-A2 liposome hydrolysis, fluorescence; inhibition, % at 12.2 µM; actives 0.56% (n = 370,000); AID 743126;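 active means inhibition above mean plus 3 SD of compounds lying within the high and low control bounds, cut at about 19% in these data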;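 further: 0% = median of test compound wells and 100% = no enzyme DMSO wells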
ADAM10 inh – inhibitors of human ADAM10; inhibition, % at 7 µM; actives 0.62% (n = 370,000); AID 720582; recombinant ADAM10, EDANS/DABCYL FRET peptide cleavage, 3 h;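 active means inhibition above a per-campaign cutoff equal to the mean of compounds falling between control-based bounds plus 3 SD, cut at about 20% in these data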;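 further: 0% = DMSO wells while the 100% control is not disclosed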
SMARCA2 activ – activators of SMARCA2 function | MG213 cells, MMTV-luciferase reporter, dexamethasone, overnight | activation, % at 9.1 µM | actives 1% (n = 370,000); in the data active means activation above about 7.8%;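 further: 0% = vehicle wells and 100% = reference activator wells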
hgDAF12 agonist – hgDAF-12 agonism, primary luciferase screen. HEK293 GAL4-hgDAF12 UAS-luciferase reporter, agonist luminescence; normalized to butyrate control. activation, % at 6.8 µM. actives 1.8% (n = 370,000);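 active means activation above a cutoff set at the mean of all screened compounds plus 3 SD, cut at about 10% in these data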;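 further: 0% = DMSO wells and 100% = sodium butyrate wells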
hcDAF12 agonist – activates DAF-12 receptor from parasite H. contortus. actives 1.4% (n = 370,000). HEK293 hcDAF-12 lit1-tk-luc reporter, luminescence; 0% DMSO, 100% Δ7-dafachronic acid. activation, % at 6.8 µM;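 active means activation above the mean of all tested compounds plus 3 SD, cut at about 5.5% in these data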;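 further: 100% = response to 3 µM Δ7-dafachronic acid high control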
DAX1 inh-2 – DAX1 (NR0B1) inhibition, primary screen; inhibition, % at 6.8 µM; actives 1.1% (n = 370,000); AID 652010; HEK293T StAR-luciferase reporter, SF-1/DAX-1 repression relief;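 active means inhibition above the mean over all tested compounds plus 3 SD, cut at about 3.6% in these data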;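 further: 0% = DAX-1 cells with DMSO and 100% = cells lacking DAX-1 with DMSO; higher inhibition means more luminescence from relief of DAX-1 repression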
GC-A act – GC-A (human) enzyme activation; activation, % at 10 µM; actives 0.14% (n = 370,000); HEK293 GC-A cells, cGMP TR-FRET, EC30 ANP; 0% at EC30 ANP, 100% saturating ANP; P16066; AID 1671463; in the data active means activation above about 40%
ssDAF12 agonist – S. stercoralis DAF-12 activation, primary screen; HEK293 ssDAF-12/GRIP1 lit1-tk-luc reporter, luminescence; % of 3 µM dafachronic acid response; activation, % at 6.8 µM; actives 1% (n = 370,000);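 active means activation above the mean over all tested compounds plus 3 SD, cut at about 0.9% in these data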;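 further: 0% = DMSO-only wells and 100% = 3 µM delta7-dafachronic acid wells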
An asterisk follows results filed as active; x = not tested or not shown.

SMILES | NPR2 activator | DAX1 inh-1 | FXN GAA850 act | HGIII-sPLA2 inh | ADAM10 inh | SMARCA2 activ | hgDAF12 agonist | hcDAF12 agonist | DAX1 inh-2 | GC-A act | ssDAF12 agonist
COc1ccc(CNc2nc(-c3cccnc3)nn2C(=O)c2ccco2)cc1 | 25 | -0.2 | 0.4 | 5 | 2 | 0 | 2.0 | 0.8 | 0.1 | 12 | -1.0
CC(=O)N1CCCc2cc(S(=O)(=O)NCc3ccc(C)cc3)ccc21 | 0 | 0.4 | -0.8 | -10 | 7 | -1 | -3.0 | -1.4 | -0.9 | 0 | -1.0
Cc1ccc(/C=C(/C#N)c2nc(CCN3C(=O)c4ccccc4C3=O)cs2)cc1 | -1 | -0.8 | -2.7 | 7 | -16 | -2 | -0.2 | -0.7 | -0.2 | -7 | -1.4
Cc1ccc(C(C)C)c(OCc2nn(CC(=O)c3ccc(Cl)cc3)c3[n+]2CCCCC3)c1 | 0 | -0.5 | -2.7 | -13 | 9 | -6 | -0.6 | -1.7 | -0.3 | 2 | -1.3
CN(Cc1ccc(F)cc1)C(=O)COc1ccccc1-c1ccccc1 | -7 | -0.2 | 1.6 | -11 | 2 | -4 | 4.9 | -0.8 | -0.9 | -11 | -1.6
O=C(NCCCN1CCOCC1)c1sc2cc(F)ccc2c1Cl | 3 | 0.2 | 3.8 | -4 | -3 | 4 | 5.7 | 1.2 | 0.5 | 1 | -1.1
COc1ccc(CCNC(=O)CN(Cc2ccc(Cl)cc2)S(C)(=O)=O)cc1OC | -8 | -0.4 | -1.0 | 3 | 0 | 2 | -0.5 | 0.6 | 0.5 | -15 | -0.8
COc1cccc(C(=O)Nc2cc(C)ccc2NC(=O)COc2ccccc2)c1 | -5 | -0.5 | 0.3 | 2 | 8 | 4 | -0.9 | -1.9 | -1.1 | 0 | -1.0
CCCN(CC(=O)Nc1ccc(Cl)cc1Cl)C(=O)CC(NC(C)=O)c1ccccc1 (centres undefined) | -3 | 0.0 | 1.1 | 0 | 0 | -1 | -0.6 | 0.2 | -1.5 | 7 | -0.4
NNC(=O)CCCCCCCCCCOCCCCO | 10 | -0.6 | -2.3 | -8 | 8 | -7 | 1.2 | -0.7 | -0.6 | 5 | -1.9
COC(=O)c1ccccc1NC(=O)CSc1nnc(C(CO)NC(=O)c2ccccc2)n1C (centres undefined) | -1 | 1.0 | 1.8 | -2 | -15 | -1 | 0.0 | -2.8 | -0.3 | -1 | -2.1
CC(=O)Nc1ccc(NC(=O)CCCn2cnc3ccccc3c2=O)cc1 | -6 | 2.2 | -0.4 | 12 | 4 | -1 | -0.2 | -1.9 | 0.1 | 3 | -1.0
O=C(NCc1ccon1)C1CCC(=O)N(CCc2ccc(Cl)cc2)C1 (centres undefined) | 0 | 0.8 | 1.8 | 3 | -10 | -1 | 0.8 | 0.4 | 0.4 | -1 | -1.0
O=C(COC(=O)Cc1c[nH]c2ccccc12)Nc1ccc(Cl)cc1 | 6 | 0.6 | 0.6 | -8 | -7 | 1 | 3.7 | 1.4 | 0.4 | 2 | -0.4
O=C(N/C(=C\c1ccc(Cl)cc1)C(=O)N1CCOCC1)c1ccc([N+](=O)[O-])cc1 | -1 | -2.1 | -1.7 | -7 | 8 | 1 | -3.7 | -1.3 | -0.7 | 0 | -0.5
C=CCOc1cccc(C2C(C(=O)c3cccs3)=C(O)C(=O)N2Cc2cccnc2)c1 (centres undefined) | 4 | -1.1 | 0.1 | 1 | 2 | -1 | 1.8 | 0.0 | 0.3 | 3 | -1.1
O=C(Cc1ccccc1F)Nc1cccc(S(=O)(=O)N2CCOCC2)c1 | 1 | 1.5 | 0.0 | 6 | -10 | -7 | -0.3 | -1.8 | -0.5 | 0 | -0.8
CC(C)NC(=S)NC1(C)CCS(=O)(=O)C1 (centres undefined) | 3 | -0.3 | 1.8 | 3 | 1 | 2 | -1.7 | 0.0 | 0.6 | 0 | -1.0
CCOC(=O)c1cn2nc(Oc3ccc(C#N)cc3)ccc2n1 | 0 | 2.4 | -1.0 | 1 | -191 | 0 | -1.4 | -1.6 | -0.2 | -2 | -1.2
OCc1ccc(OCCCOc2cccc3cccnc23)cc1 | 2 | -0.1 | 1.1 | -3 | -1 | -1 | 6.3 | -0.8 | -0.9 | -4 | -0.7
COc1cc(/C=N/N2C(=O)C3C4C=CC(CC4)C3C2=O)ccc1O (centres undefined) | -1 | x | 0.8 | 0 | -8 | -2 | 2.3 | 1.7 | -0.1 | -2 | -0.6
Cc1ccc2c(c1)nnc1nnc(SCC(=O)O)n12 | 3 | x | 0.4 | 5 | -16 | -3 | -2.3 | -0.7 | -0.9 | -3 | -0.8
O=C(N/N=C/C1CCCCC1)c1ccccn1 | 4 | 0.1 | -0.1 | 1 | -7 | -2 | 12* | 6.3* | 3.5 | -2 | 0.0
Cc1[nH]c2ccccc2c1C1=CC(=O)C=CC1=O | -6 | -0.9 | 2.2 | 15 | -1 | -1 | -5.2 | 1.2 | -0.9 | -27 | -0.8
COc1ccc(/C=C/C(=O)c2cc(F)ccc2OC(=O)c2ccc(OC)c(OC)c2)cc1OC | 4 | 0.0 | 2.7 | -6 | 4 | -1 | -3.8 | -3.4 | -1.3 | 15 | -1.7

Additional structures.
SMILES | NPR2 activator | DAX1 inh-1 | FXN GAA850 act | HGIII-sPLA2 inh | ADAM10 inh | SMARCA2 activ | hgDAF12 agonist | hcDAF12 agonist | DAX1 inh-2 | GC-A act | ssDAF12 agonist
Cc1ccc(Cn2nc3c(cc2=O)CCc2ccccc2-3)cc1 | 15 | -0.1 | 5.2 | 1 | -1 | 0 | -0.4 | 0.6 | -1.9 | 17 | -2.0
COc1cccc(C(O)c2nc(-c3cc(F)cc(F)c3)cs2)c1 (centres undefined) | -3 | x | 1.1 | -7 | -3 | -2 | 1.5 | -1.5 | -0.1 | -1 | -1.2
Cc1cc(C(=O)NC2CC(C)(C)Cc3c2cnn3-c2cccc(F)c2)n(C)n1 (centres undefined) | -3 | -0.7 | -1.1 | -5 | -16 | 0 | -4.1 | -2.4 | -1.8 | -1 | -1.4
Cc1ccc(Cl)c2c(N=Nc3ccccc3)c(O)[nH]c12 | -12 | 6.3* | 5.3 | 5 | 6 | 2 | 5.9 | 7.7* | 0.8 | -3 | 0.9*
COP(=O)(OC)C(Nc1ccc([N+](=O)[O-])cc1)c1ccccc1 (centres undefined) | 1 | -0.9 | -0.3 | -3 | 8 | -3 | 1.1 | -1.7 | 0.1 | -2 | -0.4
CC(=O)c1cnc2ncnn2c1C | 4 | 1.0 | 1.4 | 2 | 5 | 0 | -2.1 | 1.6 | 0.0 | -1 | -0.6
Cc1ccc(NC(=O)CSc2nnc(CNC(=O)C34CC5CC(CC(C5)C3)C4)n2-c2ccc(F)cc2)cc1 | -7 | -1.3 | 2.2 | -8 | 4 | -1 | -1.2 | -2.2 | 0.8 | -7 | -1.5
COc1ccc(C(=O)O)cc1NS(=O)(=O)c1cccc2nsnc12 | 4 | 0.6 | -1.2 | -6 | -12 | 0 | 0.4 | 0.2 | 0.8 | 1 | -1.0
COC(=O)c1cccc(NC(=O)CCN2C(=O)C3CC=CCC3C2=O)c1 (centres undefined) | 2 | 0.2 | 2.2 | 1 | -5 | -1 | -0.6 | -1.9 | -0.4 | -2 | -1.2
Cn1c(N)c(C(=O)CSc2nnc(-c3ccccc3F)n2C2CC2)c(=O)n(C)c1=O | 4 | 0.3 | 0.2 | 2 | -1 | -2 | 1.7 | 0.3 | 0.9 | 3 | -1.9
O=C(CNC(=O)c1ccccc1)OCc1cc(=O)n2cc(Br)ccc2n1 | 0 | -0.8 | -0.9 | 16 | -64 | 0 | -1.6 | 1.5 | -0.1 | 0 | -1.1
COc1ccc(NC(=O)N2CCN(c3nc(-c4cccc(OC)c4)cs3)CC2)cc1 | 7 | -2.1 | 0.5 | 1 | 13 | -4 | -6.6 | -4.4 | -3.5 | 4 | -3.0
CC(NC(=O)Nc1ccc(Cl)cc1)C(c1cccs1)N1CCOCC1 (centres undefined) | 3 | 0.3 | -1.8 | 6 | -14 | -1 | -0.8 | -1.3 | -0.5 | 2 | 1.5*
CCOc1c(Br)cc(/C=C2/SC(=O)N(CC(=O)N3CCCC3)C2=O)cc1OC | -5 | 1.1 | -0.8 | -1 | -7 | -3 | 3.8 | -2.3 | -0.6 | -8 | -0.8
C#C[C@]1(O)CCC2C3CCC4=CC(=O)CC[C@@H]4C3CC[C@@]21C (some centres undefined) | 2 | -0.4 | 0.3 | 1 | -12 | -4 | -2.7 | -0.4 | 0.9 | -1 | -1.6
O=C(CCSc1ccccc1)NCc1cccnc1 | -8 | 0.2 | -0.1 | 0 | 4 | 0 | -0.7 | -1.3 | 0.2 | 3 | -1.3
COc1cccc(C=NNc2nc3ccccc3s2)c1OC | -2 | 6.8* | -1.0 | -3 | -16 | 6 | 13* | 7.6* | 3.6* | 4 | 0.4
C/C=C/Cn1c(SCCCc2ccccc2)nc2c1c(=O)[nH]c(=O)n2C | 9 | 0.2 | 4.1 | 6 | 0 | 0 | -4.5 | -1.2 | -2.2 | 8 | -1.9
Cn1nnnc1Sc1ncnc2scc(Br)c12 | 6 | -0.8 | -3.0 | 6 | 1 | 1 | -1.4 | -1.5 | -0.5 | 4 | 0.0
COc1ccc(CCNC(=O)CSc2nn3c(=O)c(C)nnc3s2)cc1OC | -1 | 0.1 | 0.7 | -3 | 0 | 2 | 4.9 | 1.8 | -3.9 | 0 | -0.3
c1cncc(Cc2cc3ccccc3[nH]2)c1 | 4 | -0.7 | -3.6 | 11 | -8 | -3 | -0.5 | 3.9 | -0.3 | 0 | -0.5
CC1(C(=O)NCc2ccccc2)CCC(=O)N1CCc1c[nH]c2ccccc12 (centres undefined) | 0 | x | x | -24 | -20 | -2 | 0.7 | -1.4 | -0.2 | -1 | -0.5
COc1ccc(/C=C(/NC(=O)c2ccc([N+](=O)[O-])cc2)C(=O)NCCCN(C)C)cc1 | x | 1.9 | 1.3 | 4 | -5 | -1 | -5.2 | -0.7 | -0.4 | x | -1.0
O=C(COc1ccccc1Br)Nc1ccccc1C(F)(F)F | 6 | -1.2 | 1.9 | 5 | 13 | -4 | 2.4 | -1.0 | 0.4 | 0 | -1.2
COc1ccccc1N1CCN(C(=O)C(C)N(c2ccc(C)cc2)S(C)(=O)=O)CC1 (centres undefined) | -1 | -0.6 | 1.1 | -6 | 1 | 0 | -3.0 | -2.5 | -0.9 | -1 | -1.1
CCN(CC)CCCNC(=O)C1CCN(c2ncnc3c2sc2cccc(F)c23)CC1 | -5 | 0.1 | 4.1 | -2 | -26 | 6 | -0.2 | 2.1 | 0.5 | 5 | 1.0*

Pulled by structure from the list above:
SMILES | NPR2 activator | DAX1 inh-1 | FXN GAA850 act | HGIII-sPLA2 inh | ADAM10 inh | SMARCA2 activ | hgDAF12 agonist | hcDAF12 agonist | DAX1 inh-2 | GC-A act | ssDAF12 agonist
COP(=O)(OC)C(Nc1ccc([N+](=O)[O-])cc1)c1ccccc1 (centres undefined) | 1 | -0.9 | -0.3 | -3 | 8 | -3 | 1.1 | -1.7 | 0.1 | -2 | -0.4
COc1ccc(C(=O)O)cc1NS(=O)(=O)c1cccc2nsnc12 | 4 | 0.6 | -1.2 | -6 | -12 | 0 | 0.4 | 0.2 | 0.8 | 1 | -1.0
